PAD4 FP inh: human PAD4 inhibitors, primary screen, biochemical, fluorescence polarization, 1536-well format; Protein-arginine deiminase type-4 (Homo sapiens), Q9UM07; recombinant PAD4, RCA probe fluorescence polarization; inhibition, % at 6.36 µM; 330,000 tested, 0.41% active;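 active means percent inhibition above a cutoff equal to the mean of all tested compounds plus 3 SD, cut at about 15% in these data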;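 further: 0% = PAD4 with RCA probe and DMSO and 100% = probe without PAD4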
Target sequence (Q9UM07 whole entry, looked up): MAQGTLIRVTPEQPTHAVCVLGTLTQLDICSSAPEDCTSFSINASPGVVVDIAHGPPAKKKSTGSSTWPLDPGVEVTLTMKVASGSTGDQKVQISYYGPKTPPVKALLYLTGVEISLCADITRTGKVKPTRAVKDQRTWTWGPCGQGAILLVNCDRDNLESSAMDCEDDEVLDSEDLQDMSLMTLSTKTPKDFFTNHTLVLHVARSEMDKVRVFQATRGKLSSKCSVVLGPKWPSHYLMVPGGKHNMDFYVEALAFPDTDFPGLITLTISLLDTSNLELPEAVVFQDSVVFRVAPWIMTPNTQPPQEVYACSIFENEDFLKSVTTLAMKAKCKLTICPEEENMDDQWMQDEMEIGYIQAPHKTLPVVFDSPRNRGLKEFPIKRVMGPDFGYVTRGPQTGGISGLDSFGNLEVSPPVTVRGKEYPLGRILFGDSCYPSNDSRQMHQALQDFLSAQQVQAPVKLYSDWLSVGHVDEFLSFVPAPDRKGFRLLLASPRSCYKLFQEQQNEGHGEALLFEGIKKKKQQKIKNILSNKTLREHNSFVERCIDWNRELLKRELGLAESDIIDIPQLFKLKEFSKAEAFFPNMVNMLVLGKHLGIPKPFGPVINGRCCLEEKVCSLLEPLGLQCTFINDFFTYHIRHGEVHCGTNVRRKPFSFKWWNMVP
pPAFAH inh: pPAFAH enzyme inhibitors, primary screen, biochemical, fluorescence polarization, human; recombinant pPAFAH, FP-rhodamine probe fluorescence polarization; inhibition, % at 3.39 µM; 330,000 tested, 1.5% active; AID 463082, 2010;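 active means inhibition above the mean inhibition across the screen plus 3 SD, cut at about 25% in these data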;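 further: inhibitors block binding of the rhodamine activity-based probe so polarization drops; 0% = enzyme with DMSO and 100% = wells lacking pPAFAH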
PAFAH1B3 inh: PAFAH1B3 enzyme inhibitors, primary screen, biochemical, fluorescence polarization, human; inhibition, % at 3.39 µM; recombinant PAFAH1B3, FP-rhodamine probe; 340,000 tested, 0.28% active; Platelet-activating factor acetylhydrolase IB subunit alpha1 (Homo sapiens), Q15102; AID 492972, 2010;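 active means inhibition above the screen-wide average of all tested compounds plus 3 SD, cut at about 25% in these data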;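 further: 0% = enzyme with DMSO only and 100% = wells lacking PAFAH1B3 protein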
Target sequence (Q15102 whole entry, looked up): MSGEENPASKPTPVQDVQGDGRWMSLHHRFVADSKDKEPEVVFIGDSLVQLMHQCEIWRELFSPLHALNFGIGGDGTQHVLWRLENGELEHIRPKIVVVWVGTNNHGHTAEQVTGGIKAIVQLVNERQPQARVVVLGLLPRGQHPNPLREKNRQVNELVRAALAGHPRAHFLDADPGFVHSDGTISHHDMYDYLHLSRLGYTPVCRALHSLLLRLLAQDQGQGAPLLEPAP
GSTO1 counter: inhibitors of recombinant GSTO1, primary screen, counter-screen for RBBP9 inhibitor project, biochemical, fluorescence polarization. activity-based probe fluorescence polarization. 300,000 tested, 1.1% active. Glutathione S-transferase omega-1 (Homo sapiens), P78417. inhibition, % at 5.96 µM;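 active means inhibition above the campaign mean inhibition plus 3 SD, cut at about 35% in these data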;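 further: 0% = GSTO1-1 with DMSO and 100% = wells lacking GSTO1-1 enzyme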
PAFAH2 FP inh: PAFAH2 enzyme inhibitors, primary screen, biochemical, fluorescence polarization, human; Platelet-activating factor acetylhydrolase 2, cytoplasmic (Homo sapiens), Q99487; recombinant PAFAH2, FP-rhodamine activity probe; inhibition, % at 3.39 µM; 340,000 tested, 0.99% active;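 active means inhibition above the mean over all tested compounds plus 3 SD, cut at about 30% in these data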;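 further: inhibitors block probe labeling of enzyme so polarization drops; 0% = enzyme with DMSO and 100% = wells lacking PAFAH2 protein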
PAFAH1B2 inh: PAFAH1B2 enzyme inhibitors, primary screen, biochemical, fluorescence polarization, human; inhibition, % at 3.39 µM; AID 492953, 2010; 340,000 tested, 1.2% active; recombinant PAFAH1B2, FP-rhodamine activity probe;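 active means inhibition above the mean of all tested compounds plus 3 SD, cut at about 24% in these data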;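 further: 0% = enzyme with DMSO and 100% = wells lacking PAFAH1B2; many of its hits are not listed in these tables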
Target sequence (P68402 whole entry, looked up): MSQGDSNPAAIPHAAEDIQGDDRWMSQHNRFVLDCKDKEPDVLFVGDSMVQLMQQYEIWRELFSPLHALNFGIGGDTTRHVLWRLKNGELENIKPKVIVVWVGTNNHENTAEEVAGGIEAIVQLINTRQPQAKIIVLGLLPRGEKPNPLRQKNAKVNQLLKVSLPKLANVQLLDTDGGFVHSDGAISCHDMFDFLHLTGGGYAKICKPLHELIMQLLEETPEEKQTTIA
LYPLA2 inh: LYPLA2 inhibitors, primary screen, counter-screen for PME1 inhibitor project, biochemical, fluorescence polarization, FP-Rh probe ABPP | Acyl-protein thioesterase 2 (Homo sapiens), O95372 | recombinant LYPLA2 | inhibition, % at 5.9 µM | 320,000 tested, 0.38% active;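 active means inhibition above the screen-wide mean plus 3 SD, limit set per campaign, cut at about 26% in these data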;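 further: 0% = LYPLA2 with DMSO and 100% = wells lacking LYPLA2 enzyme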
LYPLA1 inh: LYPLA1 inhibitors, primary screen, counter-screen for PME1 inhibitor project, biochemical, fluorescence polarization, FP-Rh probe ABPP | Acyl-protein thioesterase 1 (Homo sapiens), O75608 | recombinant LYPLA1 | inhibition, % at 5.9 µM | 320,000 tested, 0.16% active | AID 2174, 2009;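 active means inhibition above the mean of all tested compounds plus 3 SD, set per campaign, cut at about 14% in these data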;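 further: inhibitors block serine hydrolase probe labeling of LYPLA1 so polarization falls; 0% = enzyme with DMSO and 100% = wells lacking LYPLA1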
PREPL inhibitor: PREPL enzyme inhibitors, primary screen, biochemical, fluorescence polarization | Prolyl endopeptidase-like (Homo sapiens), Q4J6C6 | recombinant PREPL, fluorescence polarization activity-based probe | inhibition, % at 5.96 µM | 320,000 tested, 0.68% active; in the data active means inhibition above about 43%;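 further: 0% = enzyme with DMSO and 100% = wells lacking enzyme; many of its hits are not listed in these tables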
Starred values were filed as active, the others as inactive; x = not tested or not shown.

SMILES | PAD4 FP inh | pPAFAH inh | PAFAH1B3 inh | GSTO1 counter | PAFAH2 FP inh | PAFAH1B2 inh | LYPLA2 inh | LYPLA1 inh | PREPL inhibitor
Cc1ccc(C(=O)c2ccccc2C(=O)OCC(=O)NCCc2ccc(Cl)cc2Cl)cc1 | -3 | 2 | 3 | -1 | 46* | 5 | -17 | -8 | 0
COc1cccc(N(C(=O)CCl)C(C(=O)NCCc2ccccc2)c2cccs2)c1 (centres undefined) | 11 | 2 | 9 | 94* | 18 | 6 | -1 | -2 | 16
CC1CC(=O)N(CC(=O)NCc2ccccc2)c2ccccc2S1(=O)=O (centres undefined) | 0 | 4 | 5 | 7 | 0 | -3 | 3 | 0 | -2
Cc1cc(=O)n2c(nc3ccccc32)[nH]1 | 2 | -1 | -3 | 6 | -1 | -4 | -1 | -1 | 2
COc1ccccc1-c1nc(-c2cccc(C)c2)no1 | -7 | 3 | 8 | 1 | 8 | 4 | -2 | -4 | 0
COc1ccc(C2CC(c3cccs3)=NN2C(=O)CSc2nc3ccccc3s2)cc1 (centres undefined) | 0 | 4 | -4 | -1 | -6 | -4 | -2 | 2 | -4
Cc1cccnc1NC(=O)C(C)N1C(=O)c2ccccc2C1=O (centres undefined) | -1 | 3 | 4 | 6 | 1 | 6 | 2 | 2 | 0
Cc1cc(C)c(S(=O)(=O)NCc2ccccn2)c(C)c1 | 3 | 0 | 9 | -4 | 2 | 3 | 1 | 0 | -7
Cc1ccnc(NS(=O)(=O)c2cccc3nsnc23)c1 | -3 | -5 | 4 | 14 | -4 | -1 | -3 | -1 | -16
CCOc1cc(CNc2ccc(O)cc2)ccc1OCc1ccc(Cl)cc1Cl | 30* | 36* | 16 | 87* | 11 | 11 | 14 | 5 | 57*
Cc1ccc(S(=O)(=O)NC2=NCN(Cc3cccnc3)CN2)cc1 | -1 | 1 | -6 | 9 | -6 | 4 | 3 | -1 | 3
Cc1ccc([N+](=O)[O-])cc1NC(=S)NC(=O)c1ccco1 | 3 | 2 | 11 | 2 | -7 | 4 | 5 | 1 | 1
Cc1ccc(-n2ncc3c(NNC(=O)c4cccs4)ncnc32)cc1 | -2 | 6 | 5 | -3 | 4 | 0 | 4 | -5 | 8
Cc1cc(C)cc(NC(=O)CN2CCC(NC(=O)c3cccc(F)c3)CC2)c1 | -2 | 5 | 7 | -3 | -5 | 6 | 1 | -3 | 2
COc1ccc(C2CC(O)(C(C)(C)O)NO2)cc1 (centres undefined) | 3 | 11 | 4 | 0 | 0 | 0 | 7 | 2 | 3
COc1ccc(C(=O)CSc2nnc(-c3cccs3)n2-c2ccccc2)cc1 | -2 | -2 | 0 | 0 | -8 | 4 | -4 | -6 | 17
CCSc1nnc(NC(=O)/C=C/c2ccc3c(c2)OCO3)s1 | -2 | 3 | x | 3 | x | x | -4 | -4 | 4
CCCn1c(N)c(C(=O)COC(=O)CCS(=O)(=O)c2ccc(C)cc2)c(=O)[nH]c1=O | -1 | 2 | 3 | -4 | -4 | -3 | 0 | 0 | 5
Cc1nc2ccc(C(=O)NCc3ccc4c(c3)OCO4)cc2s1 | -4 | 0 | 9 | 4 | 2 | 5 | 0 | -2 | 17
Cc1ccc(CCNC(=O)c2cc(-c3ccncc3)nc3ccc(S(=O)(=O)N4CCOCC4)cc23)cc1 | -3 | -3 | -8 | 0 | 9 | -4 | 6 | 2 | 9
Cc1ccc(NC(=O)c2cc(NC(=O)C3CC=CCC3C(=O)O)ccc2N2CCOCC2)cc1Cl (centres undefined) | 2 | 9 | 8 | 7 | -8 | 3 | -12 | -3 | 8
COC(=O)c1ccc(OCCOc2ccccc2)cc1 | -3 | 7 | -3 | 3 | 2 | 4 | 4 | -1 | 1
COc1ccc(C(=O)NCC(=O)N/N=C/c2c(C)[nH]c3ccccc23)cc1OC | 2 | -3 | -5 | 7 | -2 | -3 | 7 | 3 | 9
CCOC(=O)C1CCCN(C(=O)c2cc3cc(Br)ccc3oc2=O)C1 (centres undefined) | -4 | -4 | 0 | 0 | -11 | 7 | -4 | -3 | -4
COc1cc(Br)c(CC(=O)NNC(=O)c2ccc(F)cc2)cc1OC | -2 | 2 | 19 | x | 3 | -2 | x | x | 4
CN1CCN(c2ncnc3sc(-c4ccccc4)cc23)CC1 | -7 | -2 | -8 | 4 | 1 | 0 | -7 | -2 | -122
CCn1c(O)c(N=NC(=O)CNc2cccc(C)c2)c2ccccc21 | -5 | 11 | 12 | 4 | -1 | 5 | 3 | -1 | 24
COc1ccc(NC(=O)C2CCCN2C(=O)OCc2ccccc2)c(OC)c1 (centres undefined) | 3 | 2 | 1 | 6 | -6 | 0 | 0 | -1 | -1
CCOC(=O)c1[nH]c2ccc(OC)cc2c1NC(=S)N1CCN(c2ccccc2)CC1 | -1 | 5 | 1 | 4 | -5 | 2 | 4 | 0 | 57*
CN1CCN(C(CNS(=O)(=O)c2ccc(Br)cc2)c2ccc3c(c2)OCO3)CC1 (centres undefined) | 2 | 5 | -7 | 6 | 0 | 3 | -7 | -5 | -33
CC(=O)N1CCN(S(=O)(=O)c2ccc(C)cc2)C1c1ccc(N(C)C)cc1 (centres undefined) | -2 | 1 | 1 | 6 | -3 | -2 | 3 | 0 | 9
CCOCCCn1c(=S)[nH]c2cc(C(=O)NCCN(CC)CC)ccc2c1=O | 0 | 11 | 5 | 23 | -6 | 2 | 1 | 1 | -3
O=C(CNc1cc(S(=O)(=O)N2CCCC2)ccc1OCC(F)(F)F)Nc1ccc(SC(F)F)cc1 | 1 | 7 | -5 | 0 | -19 | 0 | -8 | -3 | 5
CC1(C)NC(=O)N(CCCOc2ccccc2Br)C1=O | 2 | 1 | 7 | -2 | 1 | 1 | -1 | 1 | 6
O=c1c(CO)cc(CO)cc(CO)c1O | 4 | 7 | 8 | 13 | 0 | 4 | 5 | -3 | -1
COc1ccc(N=C2S/C(=C\c3cccs3)C(=O)N2CC(C)C)cc1 | -1 | -1 | 3 | 7 | 4 | 2 | -4 | -3 | 2
CCc1ccc(/C=N/Nc2nn[nH]n2)cc1 | 3 | 0 | 11 | 15 | -1 | 6 | -2 | -2 | 12
CCOc1c(Cl)cc(/C=N/O)cc1OC | -3 | 2 | 6 | -3 | -16 | 1 | -1 | 1 | -4
COC(=O)c1ccc(/C=N\NC(=O)CC(=O)NCCc2ccccc2)cc1 | 0 | 2 | 1 | 0 | 0 | 5 | 0 | 4 | 0
COc1cc(C(=O)N(c2ccc(C)c(C)c2)C2C=CS(=O)(=O)C2)cc(OC)c1OC (centres undefined) | -3 | 0 | -3 | 8 | 11 | -1 | -1 | 1 | -1
NC(=O)C1CCN(Cc2nc3ccccc3c(=O)[nH]2)CC1 | -3 | 0 | 6 | 0 | 1 | -1 | 2 | -1 | 2
COc1ccc(/C=C2\CCn3c2nc2ccccc2c3=O)cc1OC | 4 | 5 | 6 | 4 | -7 | 5 | 4 | -2 | 14
CCOC(=O)c1sc(Nc2nc(C)cc(C)n2)nc1C | 1 | -2 | 3 | 2 | 0 | 2 | 2 | -4 | 12
CCCc1cc(=O)oc2cc(C)cc(OCC(=O)N3CCC(C(=O)O)CC3)c12 | 3 | 1 | 5 | 2 | 2 | 6 | 4 | -1 | 8
CCOc1ccc2[nH]c(=O)c(CN(CCOC)C(=O)N3CCOCC3)cc2c1 | 4 | 0 | 3 | 4 | -1 | 4 | 7 | 3 | 3
Cc1noc(C)c1COc1ccc(C(=O)NNC(=O)c2ccccc2O)cc1 | -2 | -2 | 16 | 11 | 5 | 5 | -2 | -3 | 15
COC(=O)C1=C(C)NC(=O)CC1c1cccc(Cl)c1Cl (centres undefined) | -8 | -3 | 4 | 15 | 11 | -3 | 10 | 2 | 2
Oc1cccc(C(O)CNCc2ccc(OCc3ccc(Cl)cc3Cl)cc2)c1 (centres undefined) | 1 | 2 | 7 | -4 | 2 | 5 | -10 | -3 | 18
O=C(CNC(=O)c1cccnc1)N/N=C/c1cc(Br)c(O)c(Br)c1 | 0 | 6 | 6 | 4 | 3 | 3 | -4 | 0 | -1
COc1ccc(OCC(=O)NC(=S)Nc2ccc3c4c(cccc24)CC3)cc1 | 2 | 3 | 2 | 5 | -1 | -1 | -3 | 0 | 13

Two entries drawn at random from those above, as already listed:
SMILES | PAD4 FP inh | pPAFAH inh | PAFAH1B3 inh | GSTO1 counter | PAFAH2 FP inh | PAFAH1B2 inh | LYPLA2 inh | LYPLA1 inh | PREPL inhibitor
Oc1cccc(C(O)CNCc2ccc(OCc3ccc(Cl)cc3Cl)cc2)c1 (centres undefined) | 1 | 2 | 7 | -4 | 2 | 5 | -10 | -3 | 18
COc1ccc(OCC(=O)NC(=S)Nc2ccc3c4c(cccc24)CC3)cc1 | 2 | 3 | 2 | 5 | -1 | -1 | -3 | 0 | 13

Following part:
SMILES | PAD4 FP inh | pPAFAH inh | PAFAH1B3 inh | GSTO1 counter | PAFAH2 FP inh | PAFAH1B2 inh | LYPLA2 inh | LYPLA1 inh | PREPL inhibitor
Cc1ccc(C)c(NC(=O)c2ccccc2Sc2ccc([N+](=O)[O-])cc2Cl)c1 | -3 | 0 | -2 | 1 | -10 | 5 | -6 | -6 | 7
Cn1c(=S)n(/N=C/c2ccc3c(c2)OCO3)c2ccccc21 | -4 | -10 | -4 | 1 | -17 | -4 | -8 | -5 | 4
Cc1cc(C)nc(/N=C(\N)Nc2ccc(F)c([N+](=O)[O-])c2)n1 | 3 | 7 | -2 | 15 | -4 | 3 | -2 | 5 | 9
O=C(NCc1ccccc1)C1CCN(S(=O)(=O)c2ccc(Cl)cc2)CC1 | 0 | 0 | 5 | 0 | 5 | 24 | 3 | -2 | -4
C/C(=N\Nc1ccc(C(=O)O)cc1)c1ccc(Cl)s1 | -6 | 10 | 13 | -6 | -10 | 6 | 2 | 4 | -2
Cc1ccc(/C=N/NC(=S)N2CCOCC2)cc1 | -3 | -3 | 11 | 7 | 10 | 2 | 0 | -2 | -4
CCCCNCc1cc(OCC)c(OCC)cc1Br | -12 | 2 | x | 1 | x | x | 1 | 1 | -3
CCCc1cc(=O)n2[nH]c(NCc3ccccc3F)nc2n1 | -4 | 23 | 5 | -3 | 1 | 10 | 10 | -2 | 6
COc1ccc(S(=O)(=O)N2CCC(C(=O)N3CCc4ccccc4C3)CC2)cc1OC | 0 | -1 | 5 | -2 | 0 | -4 | 1 | 1 | 5
Cc1nn(C)c(Cl)c1C(=O)NC(C(=O)O)c1ccccc1 (centres undefined) | -3 | -2 | 4 | -3 | 0 | 3 | -7 | 1 | 5
CCN(CC1COc2ccccc2O1)C(=S)NC1CC2CCC1C2 (centres undefined) | -2 | 0 | 3 | -12 | -3 | 9 | 10 | 1 | 2
CCOc1ccccc1NC(=O)NC1(C(=O)NCC2CCCO2)CCCCC1 (centres undefined) | 1 | -1 | 9 | 4 | -3 | -3 | -7 | 3 | 0
CC(=O)NCCn1c(SCc2ccccc2C)nc2ccccc2c1=O | 0 | 9 | 2 | -2 | -2 | 1 | 1 | -1 | 27
Cc1cccc(NC(=O)CNc2cc(C)ccc2C)c1 | -4 | 1 | 2 | -3 | -2 | 2 | 0 | 0 | 9

Some of the compounds tested (hit frequency here may not be typical).
